All columns: NCI-60 one-dose screen, growth in % after 48 h at 10 µM unless noted; 100 = growth as untreated, 0 = no growth, -100 = all killed.
OVCAR-5: OVCAR-5 ovarian cancer | 82,000 tested, 2.9% active
SK-OV-3: SK-OV-3 ovarian cancer cells. AID 1794785. 80,000 tested, 3.2% active
OVCAR-4: OVCAR-4 ovarian cancer cells. 80,000 tested, 3.7% active
IGROV1: IGROV1 ovarian cancer. 79,000 tested, 4.7% active. AID 1794786
OVCAR-8: OVCAR-8 ovarian cancer; 81,000 tested, 4.4% active
OVCAR-3: OVCAR-3 ovarian cancer; 79,000 tested, 7% active
ACHN: ACHN renal cancer; AID 1794771; 81,000 tested, 4.9% active
A498: A498 renal cancer cells. 76,000 tested, 5.4% active
RXF 393: RXF 393 renal cancer cells; 77,000 tested, 6.9% active; AID 1794773
Starred values were filed as active, the others as inactive; . = not tested or not shown; & = joins results of further samples; ! = repeats disagree; [ ] = another dose, or the depositor's remark. Rule for the calls: active = growth percent below 10; inactive = the rest.

Preview, 7 compounds:
SMILES | OVCAR-5 | RXF 393 | OVCAR-3 | A498 | SK-OV-3 | OVCAR-8 | OVCAR-4 | ACHN | IGROV1
C#CCOc1ccc2ncnc(Nc3ccc(NC(=O)CCl)cc3)c2c1 | 30 | -60* | -39* | 56 | 22 | 2.5* | -17* | -51* | -55*
CCOC(=O)CO | 105 | 94 | 125 | 97 | 109 | 109 | 111 | 109 | 105
O=C(NNC(=O)c1ccncc1)NC(=O)c1ccc(Br)cc1 | 114 | 121 | 110 | 102 | 107 | 102 | 93 | 105 | .
Cc1ncnc2c1CCC2 | 102 | 104 | 104 | 83 | 101 | 98 | 95 | 99 | 92
Cc1cc(=NC(C)(C)C)nc2c3ccccc3c(Cl)cn12 | 107 | 113 | 81 | 75 | 99 | 87 | 80 | 98 | 106
Cc1cccc(C)c1N=C(Cc1nc2c(=O)n(C)c(=O)n(C)c2[nH]c1=O)c1ccccc1 | 114 | 117 | 108 | 122 | 95 | 106 | 102 | 101 | 89
O=C(O)c1ccc(-c2nn(-c3ccc(C(=O)O)cc3)cc2/C=N/Nc2nc(-c3ccc(O)cc3)cs2)cc1 | 107 | 120 | 114 | 109 | 132 | 99 | 110 | 97 | 101

The listing, from the start:
SMILES | OVCAR-5 | RXF 393 | OVCAR-3 | A498 | SK-OV-3 | OVCAR-8 | OVCAR-4 | ACHN | IGROV1
C#CCOc1ccc2ncnc(Nc3ccc(NC(=O)CCl)cc3)c2c1 | 30 | -60* | -39* | 56 | 22 | 2.5* | -17* | -51* | -55*
CCOC(=O)CO | 105 | 94 | 125 | 97 | 109 | 109 | 111 | 109 | 105
O=C(NNC(=O)c1ccncc1)NC(=O)c1ccc(Br)cc1 | 114 | 121 | 110 | 102 | 107 | 102 | 93 | 105 | .
Cc1ncnc2c1CCC2 | 102 | 104 | 104 | 83 | 101 | 98 | 95 | 99 | 92
Cc1cc(=NC(C)(C)C)nc2c3ccccc3c(Cl)cn12 | 107 | 113 | 81 | 75 | 99 | 87 | 80 | 98 | 106
Cc1cccc(C)c1N=C(Cc1nc2c(=O)n(C)c(=O)n(C)c2[nH]c1=O)c1ccccc1 | 114 | 117 | 108 | 122 | 95 | 106 | 102 | 101 | 89
O=C(O)c1ccc(-c2nn(-c3ccc(C(=O)O)cc3)cc2/C=N/Nc2nc(-c3ccc(O)cc3)cs2)cc1 | 107 | 120 | 114 | 109 | 132 | 99 | 110 | 97 | 101
CC1(C)CC[C@]2(C(=O)N3CCOCC3)CC[C@]3(C)C(=CC[C@@H]4[C@@]5(C)C/C(=C/c6ccccn6)C(=O)C(C)(C)[C@@H]5CC[C@]43C)[C@@H]2C1 | 88 | 3.8* | 70 | -3.1* | 108 | 78 | 36 | 77 | 65
COc1cc2c(c(OC)c1OC)C(=O)CC(c1cccc(NC(=O)c3cc(NC(=O)[C@H](Cc4ccccc4)NC(=O)OC(C)(C)C)ccc3Cl)c1)O2 (some centres undefined) | 109 | 106 | 108 | 113 | 94 | 98 | 91 | 95 | 76
CSc1nc(Cl)cc(=O)[nH]1 | 91 | 110 | 101 | 111 | 102 | 98 | 108 | 112 | 97
CCOC(=O)C1=C(N)N(c2ccc(Cl)cc2)C2=C(C(=O)CC(C)(C)C2)C1c1cccc(Cl)c1Cl (centres undefined) | 95 | 73 | 56 | 102 | 87 | 75 | 72 | 46 | 100
COc1cccc(F)c1 | 106 | 106 | 116 | . | 100 | 117 | 116 | 107 | 110
NC1=NC(SCc2ccccc2CCl)c2ncn(Cc3ccccc3CCl)c2N1 (centres undefined) | 110 | -4.6* | 2.2* | . | 90 | 23 | 43 | 32 | -26*
Cc1nc2nc(SCCO)[nH]c2c(=O)[nH]1 | 106 | 106 | 108 | 80 | 98 | . | 118 | 108 | 109
Fc1ccc(C2CC(c3cccc(Nc4ccncc4)c3)=NN2c2ccc(Cl)cc2)cc1 (centres undefined) | 89 | . | 68 | 78 | 81 | 23 | 61 | 76 | 44
Nc1c(C(=O)Nc2ccccn2)sc2nc3c(cc12)CCCCCC3 | 47 | -8.8* | -45* | 15 | 19 | 19 | 24 | 36 | 29
Cc1cc(C(F)(F)F)nc(NNc2nc(C)cc(C(F)(F)F)n2)n1 | 95 | 111 | 113 | 88 | 109 | 99 | 92 | 100 | 105
O=c1c2c([nH]c3ccccc13)CCCC2 | 78&91 | 63&105 | -8.5*! | 49&102 | 44&104 | 40&100 | 69&100 | 58&97 | 44&111
COc1ccc(NC(=O)Nc2ccc(OCc3ccc(C)cc3)cc2)cc1 | 102 | 117 | 105 | 108 | 76 | 78 | 79 | 76 | 99
COc1ccc(/C=C/C(=O)c2c(C)nc3ccccc3c2/C=C/c2ccccc2)c(OC)c1 | 88 | 90 | 85 | 97 | 94 | 76 | 67 | 80 | 48
CC(=O)CC(=O)NC(C)CCC(C)C (centres undefined) | 94 | 120 | 122 | 112 | 115 | 100 | 100 | 96 | 117
CC[C@H](CC[C@@H](C)[C@H]1CC[C@H]2[C@@H]3CC[C@@H]4CC(=O)/C(=C\c5cccnc5)C[C@]4(C)[C@H]3CC[C@]12C)C(C)C | 108[100 µM] | 130[100 µM] | 114[100 µM] | 120[100 µM] | 108[100 µM] | 102[100 µM] | . | 97[100 µM] | 106[100 µM]
Cc1ccc(-c2cn3ccc(N)nc3n2)cc1 | 77 | 108 | 102 | 122 | 135 | 106 | 105 | 98 | 23
COC(=O)/C=C\C=C(\CBr)C(=O)OC | 110 | 104 | 109 | 116 | 95 | 95 | 103 | 104 | 107
C=C(C)[C@@H]1CC=C2c3sc(Nc4ccc(F)cc4)nc3C[C@@H](C)[C@]2(C)C1 | 97 | . | 99 | 93 | 94 | 93 | 88 | 101 | 101
Cn1cc(-c2ccc3c(Nc4cccc(NC(=O)Nc5cccc(F)c5)c4)ncnc3c2)cn1 | 68 | -14* | 45 | 42 | 3.1* | 35 | 68 | 15 | 24
O=C(Nc1ccc2ncnc(Nc3nnc(-c4ccncc4)s3)c2c1)c1ccccc1 | 114 | 108 | 74 | 111 | 104 | 68 | 86 | 82 | 90
CC(=O)N1c2ccccc2Sc2ccccc21 | 106 | 115 | 92 | 103 | 105 | 105 | 99 | 105 | 167
C=C(C)[C@@H]1CC[C@]2(C(=O)O)CC[C@]3(C)[C@H](CC[C@@H]4[C@@]5(C)C/C(=C/c6ccc(Br)cc6)C(=O)C(C)(C)[C@@H]5CC[C@]43C)[C@@H]12 | 66 | 70 | 42 | 63 | 47 | 34 | 35 | 36 | 60
O=c1[nH]c(=S)[nH]cc1Oc1ccc(I)cc1 | 125 | 94 | 118 | 95 | 108 | 103 | 101 | 97 | 94
COC(=O)c1ccc(O)c([N+](=O)[O-])c1 | 87 | 100 | 108 | 117 | 103 | 96 | 109 | 97 | 95
Nc1c(C(=O)Nc2cccc3ccccc23)sc2nc3c(cc12)COCC3 | 88 | 41 | 20 | 54 | 39 | 58 | 73 | 62 | 49
CC(=O)N1C(=O)C(=O)c2ccccc21 | 100 | 108 | . | 72 | 109 | 100 | 105 | 104 | 108
COc1cc2ncnc(Oc3ccc(NC(=O)Nc4ccc(Cl)c(C(F)(F)F)c4)c4ccccc34)c2cc1OC | 124 | 84 | 106 | 105 | 72 | 58 | 97 | 53 | 80
CCOC(=O)CN1CCN(CC(=O)NC(c2ccccc2)c2ccc(Cl)cc2)CC1 (centres undefined) | 78 | 102 | 101 | 101 | 88 | 102 | 107 | 104 | 104
Cc1ccc(-c2nc(SCC(=O)c3ccc(Br)cc3)[nH]c(=O)c2C#N)s1 | 109 | 109 | 103 | 90 | 114 | 108 | 107 | 111 | 116
N#CC1(C#N)C(/C=C/c2ccco2)OC23CCCCC2C1(C#N)C(=N)O3 (centres undefined) | 111 | 100 | 106 | 101 | 107 | 99 | 95 | 100 | 95
CC(=O)OCC(OC(C)=O)C(OC(C)=O)C(OC(C)=O)C(OC(C)=O)C(=O)N/C(N)=N/C(N)=Nc1ccccc1 (centres undefined) | 107 | 94 | 108 | 101 | 75 | 102 | 104 | 93 | 106
Cc1oc(-c2ccc(Cl)cc2)cc1C(=O)Nc1ccccc1 | 99 | 99 | 101 | 91 | 104 | 106 | 100 | 102 | 103
Fc1ccccc1CSc1ncnc2nc[nH]c12 | 110 | . | 118 | 112 | . | 81 | 113 | 107 | .
CC[C@@](C)(NC(=O)[C@H](C)NC(=O)CCNC(=O)C(C)(C)NC(=O)[C@H](C)NC(=O)[C@@H]1CCCN1C(=O)[C@@](C)(CC)NC(=O)[C@H](Cc1ccccc1)NC(=O)C1CCCN1C(=O)C(C)(C)NC(=O)C1CCCN1C(=O)C(C)(C)NC(C)=O)C(=O)NCCC(=O)N[C@@H](CC(C)C)C(=O)NC(C)(C)C(=O)NCCC(=O)N[C@@H](CC(C)C)C(=O)NC(C)(C)C(=O)NC(C)(C)C(=O)N[C@@H](CC(C)C)C(=O)NCCC(=O)NCO (some centres undefined) | -88* | -97* | -100* | -97* | . | -82* | -97* | -90* | -72*
O=C(NCc1ccccc1Br)C1CSC2c3ccccc3C(=O)N12 (centres undefined) | 96 | 110 | 112 | 102 | 104 | 101 | 112 | 105 | 99
CN(C)CCN1C(=O)c2ccccc2N(C)c2ccccc21 | 99 | 124 | 120 | 122 | 120 | 109 | 154 | 111 | 27
Cc1nc2sc(C(=O)Nc3ccc(Cl)cc3)c(N)c2c(C)c1Br | 100 | 118 | 96 | 119 | 82 | 101 | 86 | 96 | 77
COc1ccccc1C=NCCCCCCN=Cc1ccccc1OC | 98 | 98 | 121 | 126 | 103 | 98 | 108 | 107 | 107
COc1ccc(-c2nc3c4c(-c5ccccc5)cn(-c5ccc(F)cc5)c4ncn3n2)cc1 | 111 | 69 | 124 | 143 | 110 | 105 | 90 | 95 | 91
CCCCCCCCCCCCCCCCCCOc1ccc(CC(=O)OCC[N+](CC)(CC)CC)cc1 | 82 | 73 | 97 | 98 | 104 | 80 | 42 | 88 | 77
O=C1C(=O)C(c2ccccc2)C(=O)C1c1ccccc1 (centres undefined) | 95 | 111 | 114 | 99 | 110 | 105 | 112 | 100 | 122
O=C1Nc2ccccc2B(O)N1c1cc(C(F)(F)F)cc(C(F)(F)F)c1 | 108 | 103 | 61 | 84 | 93 | 63 | 88 | 77 | 75
O=[N+]([O-])c1ncccc1O | 107 | 105 | 108 | 65 | 101 | 113 | 92 | 102 | 108
Cc1[nH]nc2c1C(c1cc([N+](=O)[O-])cs1)C(C#N)=C(N)O2 (centres undefined) | 96 | 77 | 100 | 84 | 93 | 77 | 86 | 84 | 93
Nc1cccc(C(=O)Nc2ccccc2)c1 | 104 | 105 | 115 | . | . | 103 | 112 | 98 | 101
CN1C(=O)C(=Cc2cn(Cc3ccccc3)c3ccc(Br)cc23)C(=O)N(C)C1=O | 14 | 58 | 103 | -91* | 90 | 98 | 107 | 96 | 97
O=C(CCc1nnc(Cn2ccnc2)o1)c1nc2ncccc2[nH]1 | 113 | 82 | 96 | 90 | 102 | 105 | 108 | 105 | 78
O=C1CCC(=O)N1Cl | 93 | 119 | 128 | 96 | 102 | 104 | 94 | 112 | 103
COc1cc2oc(-c3ccc(NC(=O)c4ccc(F)cc4)cc3)cc(=O)c2c(OC)c1OC | 88 | 91 | 95 | 83 | 118 | 95 | 100 | 97 | 96
Fc1ccc(-c2cnn3cc(-c4ccccc4)cnc23)cc1 | 99 | 99 | 101 | 79 | 103 | 97 | 104 | 100 | 98
CCOC(=O)c1c(Cl)c2c(n1Cc1ccccc1)-c1oncc1CCC2 | 95 | 64 | 40 | 57 | 95 | 84 | . | 66 | 75
CCSc1nnc2c3c4c(sc3nc(-c3cccc5ccccc35)n12)CCCCCC4 | 101 | 108 | . | 100 | 111 | 103 | 111 | 102 | 109
NC(=S)N/N=C(\C=C\c1cn(-c2ccccc2)nc1-c1ccccc1)c1cc2ccccc2oc1=O | 101 | 108 | . | 70 | 80 | 57 | 88 | 97 | 70

Gathered by group: the compounds so far with a cyano group (3)
SMILES | OVCAR-5 | RXF 393 | OVCAR-3 | A498 | SK-OV-3 | OVCAR-8 | OVCAR-4 | ACHN | IGROV1
Cc1ccc(-c2nc(SCC(=O)c3ccc(Br)cc3)[nH]c(=O)c2C#N)s1 | 109 | 109 | 103 | 90 | 114 | 108 | 107 | 111 | 116
N#CC1(C#N)C(/C=C/c2ccco2)OC23CCCCC2C1(C#N)C(=N)O3 (centres undefined) | 111 | 100 | 106 | 101 | 107 | 99 | 95 | 100 | 95
Cc1[nH]nc2c1C(c1cc([N+](=O)[O-])cs1)C(C#N)=C(N)O2 (centres undefined) | 96 | 77 | 100 | 84 | 93 | 77 | 86 | 84 | 93

Continuation.
SMILES | OVCAR-5 | RXF 393 | OVCAR-3 | A498 | SK-OV-3 | OVCAR-8 | OVCAR-4 | ACHN | IGROV1
C[N+]12CCC(CC1)C(OC(=O)C(O)(c1ccccc1)c1ccccc1)C2 (centres undefined) | 103 | 114 | 115 | 97 | 106 | 104 | 109 | 96 | 104
CNC(=O)CNC(N)=O | 112 | 110 | 105 | 82 | 102 | 99 | 102 | 113 | 94
Cc1nc2ccccc2n1C(=O)CC1C(=O)NC(=O)NC1=O | 98 | 108 | 112 | 87 | 101 | 102 | 102 | 100 | 101
NS(=O)(=O)c1ccc(N=NNc2ccc(C(=O)O)cc2)cc1 | . | 117 | 103 | 116 | 106 | 98 | 106 | 109 | 113
O=C(O)c1cc([N+](=O)[O-])ccc1Sc1ccccc1 | 110 | 132 | 106 | 80 | 111 | 104 | . | 109 | 112
O=C(Nc1ccc(NC(=O)c2ccccc2)c(S(=O)(=O)c2ccccc2)c1)c1ccccc1 | 107 | . | 104 | 92 | 95 | 101 | 98 | 107 | 126

Source: PubChem BioAssay (NCI)
